# Screening results: PubChem, National Center for Advancing Translational Sciences (NCATS)
# RGS4 inh = blocks human RGS4-accelerated GTP hydrolysis | Transcreener GDP fluorescence polarization, RGS4-accelerated GTP hydrolysis | AID 504845 | 390,000 compounds, 0.039% hits | P49798 | Potency, µM (titrated, usually from 114 µM), for inactives: top-dose activity change, negative = inhibition, usual class: inhibitors; note: % is set by controls: 0 for no effect and ±100 for the full control effect; nearly all actives have a fitted effect of over 75% in size; some results filed as inactive show a strong effect at the top dose
# Target sequence (P49798 whole entry, looked up): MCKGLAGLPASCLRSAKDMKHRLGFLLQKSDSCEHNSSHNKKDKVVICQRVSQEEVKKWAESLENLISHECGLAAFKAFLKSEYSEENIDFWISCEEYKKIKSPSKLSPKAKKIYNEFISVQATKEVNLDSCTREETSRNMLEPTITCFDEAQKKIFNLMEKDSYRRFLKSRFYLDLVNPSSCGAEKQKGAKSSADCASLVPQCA
#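 MLSMR compounds (23 nl, pin-transferred) preincubated 10 min at room temperature with a 500nM (2x) first reagent, then RGS4 at 900nM (2x) plus Transcreener GDP mix added; fluorescence polarization (620/688 nm) read before and after 90 min at 30 °C.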
# IDH1 R132H inh = inhibitors of human mutant IDH1 R132H. O75874. IDH1-R132H enzyme, NADPH consumption, diaphorase/resazurin fluorescence. Potency, µM (titrated, usually from 76.6 µM), for the others: top-dose activity change, negative = inhibition, usual class: inhibitors. 390,000 compounds, 0.093% hits; note: % is set by controls: 0 for no effect and ±100 for the full control effect; nearly all actives have a fitted effect of over 65% in size
# Target sequence (O75874 whole entry R132H, stated change not applied): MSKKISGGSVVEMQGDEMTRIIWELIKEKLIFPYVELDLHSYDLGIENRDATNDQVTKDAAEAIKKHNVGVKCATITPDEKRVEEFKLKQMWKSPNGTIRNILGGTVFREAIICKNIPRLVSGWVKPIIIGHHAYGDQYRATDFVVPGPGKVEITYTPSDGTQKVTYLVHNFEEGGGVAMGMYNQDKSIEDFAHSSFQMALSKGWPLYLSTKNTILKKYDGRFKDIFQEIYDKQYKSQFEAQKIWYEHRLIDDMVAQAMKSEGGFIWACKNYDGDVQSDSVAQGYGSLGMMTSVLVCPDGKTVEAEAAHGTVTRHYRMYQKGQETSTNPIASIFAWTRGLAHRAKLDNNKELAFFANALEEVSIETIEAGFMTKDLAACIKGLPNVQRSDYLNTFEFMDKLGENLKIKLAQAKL
#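 IDH1-R132H (0.5 ug/mL) preincubated 30 min with compound, then NADPH (0.016 mM) and alpha-KG (2 mM) added; 80 min at RT, pH 7.5. Remaining NADPH coupled via diaphorase/resazurin to fluorescence (540/590 nm); concentration-response curves normalized to no-enzyme control.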
# RXFP1 agonist = RXFP1 (human) receptor agonism; Q9HBX9; HEK293T-RXFP1 cAMP TR-FRET, 30 min; response scale: percent of porcine relaxin response, buffer zero; Potency, µM (series often up to 57.5 µM), for inactives: top-dose activation, actives largely listed as activators; 370,000 compounds, 0.3% hits; note: % is set by controls: 0 for no effect and ±100 for the full control effect; nearly all actives have a fitted effect of over 60% in size; many of its hits are not listed in these tables
#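 Agonist response is measured as cAMP accumulation in an RXFP1-transfected HEK293T line under PDE4 inhibition. Values are scaled between buffer-only and 29 nM porcine relaxin, and EC50s come from standard Hill equation fits.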
# TrxR1 substrate = rat thioredoxin reductase 1 substrate activity. O89049. 390,000 compounds, 0.01% hits. purified TrxR1 substrate turnover, NADPH consumption readout. AID 588456. Potency, µM (top dose mostly 114 µM), without a hit: top-dose activity change, negative = substrate turnover; note: % is set by controls: 0 for no effect and ±100 for the full control effect; nearly all actives have a fitted effect of over 50% in size
#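 Rat TrxR1, dispensed at 90 nM, was prereduced with 400 uM NADPH (final) for 5 min at ~22 deg C, then incubated with compound 15 min before 400 uM selenite. A first-read NADPH fluorescence drop versus no-compound background flagged substrates.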
# USP1-UAF1 inh = USP1/UAF1 (human) deubiquitinase inhibition; O94782; recombinant USP1/UAF1, Ub-Rhodamine cleavage fluorescence; Potency, µM (series often up to 57.1 µM), without a hit: at the highest dose activity change, negative = inhibition, actives largely listed as inhibitors; 390,000 compounds, 0.23% hits; note: % is set by controls: 0 for no effect and ±100 for the full control effect; nearly all actives have a fitted effect of over 60% in size; inactives centre near -12
#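 USP1/UAF1 complex (1 nM) preincubated 15 min at room temperature with compound, then Ub-Rho substrate (150 nM final) added. Kinetic fluorescence at 480/540 nm over 6 reads at 60 s intervals; 50 mM HEPES pH 7.8, 0.5 mM EDTA, 0.1 mg/ml BSA, 1 mM TCEP, 0.01% Tween-20.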
# 12-LOX inh = ALOX12 (human) lipoxygenase inhibition | 580,000 compounds, 1.1% hits | Potency, µM (doses to about 108 µM), for the others: at the top dose activity change, negative = inhibition, actives largely listed as inhibitors | purified 12hLO, xylenol orange hydroperoxide absorbance; note: % is set by controls: 0 for no effect and ±100 for the full control effect
#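 Purified human 12hLO at 150 nM in 25 mM Hepes, 0.01% Triton X-100, pH 7.0, preincubated 15 min at room temperature with compound. Reaction started with 40 uM arachidonic acid, 30 min at room temperature. Hydroperoxide measured by Fe-xylenol orange, 573/405 nm absorbance ratio.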
# TrxR1 inh = inhibitors of rat thioredoxin reductase 1; AID 588453; O89049; recombinant rTrxR1, NADPH fluorescence consumption, selenite substrate; 390,000 compounds, 1% hits; Potency, µM (series often up to 114 µM), inactives show at the top dose activity change, negative = inhibition, actives largely listed as inhibitors; note: % is set by controls: 0 for no effect and ±100 for the full control effect; nearly all actives have a fitted effect of over 65% in size
#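 Rat TrxR1 (90 nM in the dispensed reagent) was pre-reduced with 400 uM NADPH for 5 min at room temperature, then incubated with compound for 15 min. After 400 uM selenite was added, NADPH fluorescence (Ex 340/Em 450 nm) was followed for 8 min.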
# Vif-APOBEC3F blk = inhibitors of Vif-A3F interaction. HeLa A3F-eYFP + Vif (tagged APOBEC3F with the HIV-1 protein that degrades it), YFP fluorescence increase. Potency, µM (doses to about 46.1 µM), for the others: at the highest dose activity, negative = active. 390,000 compounds, 0.2% hits. AID 602313; note: % of control where 0% means no effect; nearly all actives have a fitted effect of over 65% in size
#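 HeLa cells stably expressing A3F-eYFP plus Vif, plated and incubated overnight at 37 deg C, then exposed to compounds overnight at 37 deg C. Blocked degradation read as raised yellow fluorescence (Ex 488/Em 500-530).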
# Vif-APOBEC3G blk = inhibitors of Vif-APOBEC3G interaction; HeLa A3G-eYFP + Vif (tagged APOBEC3G with the HIV-1 protein that degrades it), YFP fluorescence, overnight; Potency, µM (titrated, usually from 46.1 µM), for inactives: at the highest dose activity, negative = active, hits mostly inhibitors; 410,000 compounds, 0.076% hits;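 note: % is set by controls: 0 for no effect and ±100 for the full control effect; nearly all actives have a fitted effect of over 60% in size; hits raise eYFP signal because A3G escapes Vif-driven loss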
# Target sequence (Q9HC16 whole entry, looked up): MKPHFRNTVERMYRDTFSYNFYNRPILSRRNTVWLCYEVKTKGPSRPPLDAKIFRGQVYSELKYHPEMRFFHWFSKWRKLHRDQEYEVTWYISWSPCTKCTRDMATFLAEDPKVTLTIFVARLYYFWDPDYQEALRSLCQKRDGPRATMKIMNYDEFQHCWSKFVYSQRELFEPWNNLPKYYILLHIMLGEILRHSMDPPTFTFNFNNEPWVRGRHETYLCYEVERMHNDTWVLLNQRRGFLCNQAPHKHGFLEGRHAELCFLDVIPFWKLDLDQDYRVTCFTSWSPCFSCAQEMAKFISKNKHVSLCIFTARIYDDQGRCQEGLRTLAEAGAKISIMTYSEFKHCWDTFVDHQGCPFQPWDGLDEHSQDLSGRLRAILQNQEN
#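 HeLa cells stably expressing Vif and C-terminally eYFP-tagged A3G, seeded overnight at 37 deg C, then exposed to compound by pintool overnight at 37 deg C. Rise in yellow fluorescence (Ex 488/Em 500-530, Acumen) marks blocked Vif-driven A3G degradation.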
# Numbers without * were called inactive; ? = inconclusive; · = no result given; [ ] = remark or other dose. Calls come from the whole dose curve; as a rule, active = well fitted curve in the direction sought with a large enough effect; inconclusive = small, poorly fitted or top-dose-only effect, or another doubt; inactive = no such curve, though single readings can be large; an effect the other way counts as inactive or inconclusive. Potency is the fitted concentration of half-maximal effect. A portion of the library; the hit share may differ from the screen's.
# Each structure is followed by: RGS4 inh | IDH1 R132H inh | RXFP1 agonist | TrxR1 substrate | USP1-UAF1 inh | 12-LOX inh | TrxR1 inh | Vif-APOBEC3F blk | Vif-APOBEC3G blk
> CCOC(=O)CSc1nnc2n(-c3ccccc3)c(=O)c3c4c(sc3n12)CC(C(C)(C)C)CC4 (stereo not drawn)
    2% | -8% | 4.4% | -7% | -11% | -22% | 15% | 3% | -9%
> CCN(C[C@H]1N[C@@](Cc2ccccc2)(C(=O)OC)[C@H]2C(=O)N(C)C(=O)[C@@H]12)C(=O)NC(C)C
    -1% | -13% | · | 21% | -26% | ? | 8% | -2% | 1%
> Cc1ccccc1Nc1nnc(SCc2cc(=O)n3ccsc3n2)s1
    2% | 8% | -0.8% | 0% | -11% | 2% | 5% | 0% | -4%
> CCc1ccc(OCc2n[nH]c(=S)n2C(C)CCCC(C)C)cc1 (stereo not drawn)
    -48% | 0% | -1.6% | -6% | -25% | 35µM* | 5% | 4% | -7%
> CNC(=O)CSc1nnnn1-c1ccc(C)cc1C
    -13% | -5% | -0.1% | -7% | 1% | 31%[activator] | -9% | -2% | -5%
> COc1ccc(NC(=O)CSc2nc3ccccc3c(=O)n2CCNC(C)=O)c(OC)c1
    5% | 1% | 2.1% | -9% | 1% | 0% | -4% | -1% | 1%
> Cc1ccc(CN(Cc2ccco2)C(=S)NCC(=O)NCc2cccnc2)cc1
    -25% | -6% | 0.5% | 9%[57.1 µM] | -13% | -27% | 9%[57.1 µM] | -13% | 1%
> Cc1ccccc1OC(C)C(=O)NC1CCCC1 (stereo not drawn)
    -18% | 7% | -0.2% | 15%[57.1 µM] | -10% | -5% | 23%[57.1 µM] | 5% | 3%
> O=C1c2ccccc2C(O)N1Cc1ccccc1Cl (stereo not drawn)
    4% | 14% | -0.1% | 12%[57.1 µM] | -9% | 8%[57.4 µM] | 1%[57.1 µM] | 4% | -1%
> O=C(CSc1nnc(CNC(=O)c2c(F)cccc2Cl)o1)Nc1ccccc1F
    -9% | -15% | 1.2% | 4% | -5% | 3% | 14% | 0% | -1%
> CCC1CCCCN1C(=O)c1ccc(OC)c(OC2CCN(C(C)=O)CC2)c1 (stereo not drawn)
    8% | 0% | -2.7% | -7% | -4% | 0% | -9% | 6% | -2%
> COC(=O)C1=C(C(=O)OC)[C@@H]2N(C)c3ccccc3[C@@]23C[C@@H](CO)N=C3N1
    4% | 6% | · | -4% | -15% | · | -8% | 4% | 3%
> COc1ccc(C2=C(N3CCN(c4cc(C)ccc4C)CC3)c3ccccc3C2=O)cc1
    22% | -10% | 3.6% | 2% | -11% | -27% | 16% | 9% | -4%
> O=C(NCCN1CCOCC1)c1ccc(Cl)cc1O
    41% | -1% | 2.7% | 14%[57.1 µM] | -15% | 6% | 31%[57.1 µM] | 1% | 0%
> N#CCSc1nc2ccccc2c(=O)n1C1CCCCC1
    -7% | -2% | -0.1% | 12%[57.1 µM] | -21% | -2% | 37%[57.1 µM] | 7% | -1%
> CC(=O)N1c2ccc(S(=O)(=O)N3CCC(C(=O)N4CCCCC4)CC3)cc2CC1C (stereo not drawn)
    0% | -10% | 1.5% | 3% | -30% | -13% | 18% | -19% | 3%
> COC(=O)c1sc2cccc(F)c2c1S(=O)(=O)N1CCN(c2cccc(OC)c2)CC1
    -13% | 2% | 0.4% | 3%[57.1 µM] | -16% | ? | 15%[57.1 µM] | 2% | -11%
> COc1ccc(C2CC(=O)N3C(=C2C#N)SCC3(O)c2ccccc2)cc1 (stereo not drawn)
    -36% | 8% | 2.3% | -2% | -16% | 3% | 11% | -8% | -6%
> O=C(NCc1nc2ccccc2[nH]1)C1=C[C@@H](C2CCCCC2)C[C@@H](OCCCCO)O1
    -19% | -4% | 0.0% | 4%[57.1 µM] | ? | -5% | 16%[57.1 µM] | -7% | 0%
> COc1ccc2cc(C(C)C(=O)OC(C)C)ccc2c1 (stereo not drawn)
    24% | -6% | -4.0% | -4% | 10% | -1% | 24% | -3% | 0%
> CCC1CCCCN1S(=O)(=O)c1ccc(S(=O)(=O)N2CCN(S(=O)(=O)CC)CC2)cc1 (stereo not drawn)
    12% | -4% | 0.5% | -1% | -19% | 0% | 0% | -8% | -5%
> CCCCCN(C(=O)COC(=O)Cc1c(C)nc2ccccc2c1C)c1c(N)n(CCCC)c(=O)[nH]c1=O
    -1% | -2% | -0.6% | 4% | -11% | -7% | 10% | 3% | -1%
> Cc1ccc(C(=O)OCC(=O)N2CCNC2=O)c(C)c1
    14% | 0% | 1.6% | 2%[57.1 µM] | -10% | 6% | 1%[57.1 µM] | -9% | 0%
> CC(C)Oc1c(Cl)cc(CNC(C)(C)CO)cc1Cl
    5% | 5% | 1.2% | 7% | 2% | -18% | 11% | -1% | 1%
> CCCCn1c(/N=C/c2c[nH]c3ccccc23)nc2ccccc21
    -14% | 9% | -0.2% | -6% | -22% | -26% | 1% | 1% | -11%
> CC1Oc2ccccc2N(CC(=O)N2CCCC2)C1=O (stereo not drawn)
    12% | 8% | 0.2% | 5%[57.1 µM] | 0% | ? | 7%[57.1 µM] | 0% | 1%
> CN(C)S(=O)(=O)c1ccc(Cl)c(NC(=O)COC(=O)C2CSC3(C)CCC(=O)N23)c1 (stereo not drawn)
    6% | 11% | 1.5% | 2%[57.1 µM] | -16% | -7% | -6%[57.1 µM] | 1% | 1%
> Fc1ccc(-n2nnc(-c3ccccc3Br)n2)cc1
    6% | 5% | 3.6% | 6% | -7% | 3% | 37%[activator] | -23% | 0%
> COc1cccc(CCNC(=O)c2c(O)nc3cc(C)ccn3c2=O)c1
    4% | 24% | 0.0% | 5% | -22% | -6% | 17% | 4% | 2%
> CCCn1c(SCC(=O)N2CCCc3ccccc32)nnc1-c1ccco1
    -25% | 4% | 0.6% | 1% | -17% | 0% | ? | 4% | -8%
> COc1ccc(-c2noc(-c3ccccc3F)n2)cc1
    1% | -8% | 0.9% | -17% | -10% | 26% | -28% | -4% | -1%
> COc1cc(OC)cc(-c2cc3nc(C)c(CCC(=O)Nc4ccc(F)c(Cl)c4)c(C)n3n2)c1
    -11% | 4% | 2.2% | 51%[activator] | -18% | -7% | 44%[activator] | -7% | -4%
> O=S(=O)(c1cccc(Br)c1)N1CCN(C(=S)NCC2CCCO2)CC1 (stereo not drawn)
    6% | -2% | -0.5% | -2% | -4% | -2% | 4% | -10% | 1%
> COc1nc2ccccc2nc1CCC(=O)O
    ? | -4% | 11% | 17%[57.1 µM] | -3% | 0% | 9%[57.1 µM] | -10% | 2%
> Clc1ccc(SCc2nc3ccccc3[nH]2)cc1
    -25% | 0% | -0.2% | 6% | -4% | 21% | 16% | -20% | 1%
> COC(=O)C1CCN(C(=O)c2oc3c(Cl)cc(C)cc3c2C)CC1
    -29% | -2% | 3.1% | -8% | -18% | 1% | -13% | -1% | -9%
> Cc1ccc(NC(=O)Nc2cccc(Cl)c2)c(C(=O)O)c1
    ? | 13% | -1.2% | 100%[activator] | -19% | -5% | 20% | -14% | -4%
> Cc1ccn2c(Nc3c(C)cccc3C)c(-c3ccsc3)nc2c1
    -7% | -22% | 13% | 59%[activator] | -19% | ? | 88%[activator] | -13% | 0%
> COc1ccc(CC(=O)NCC(c2cccs2)S(=O)(=O)c2ccc(F)cc2)cc1 (stereo not drawn)
    -17% | 0% | 1.5% | 6%[57.1 µM] | -20% | -15% | 2%[57.1 µM] | 0% | 1%
> CCS(=O)(=O)c1ncc(Cl)c(C(=O)N(Cc2ccccc2)Cc2ccco2)n1
    ? | 5% | 0.3% | 12% | -23% | 7% | 2.8µM* | 5% | -22%
> C=CCc1ccc(OCCCNC2CCCC2)c(OC)c1
    16% | -1% | · | 1% | -19% | 0% | -1% | 1% | 2%
> COCCNC(=O)c1ccc2c(c1)ncn2-c1ccc(F)c(F)c1
    -4%[11.4 µM] | 0% | 5.1% | 3%[57.1 µM] | -18% | 5% | 26%[57.1 µM] | 6% | 0%
> Cc1nc(C(C)NC(=O)CCc2nnc(CCCc3ccccc3)o2)c(C)s1 (stereo not drawn)
    15% | -1% | 2.5% | 8%[57.1 µM] | -5% | 10% | 34%[57.1 µM] | 0% | 0%
> COc1ccc(-c2cc(C(=O)N3CCN(C(=O)c4ccccc4F)CC3)[nH]n2)cc1
    2% | 1% | -1.1% | -5% | -13% | 0% | 17% | 1% | 0%
> O=C(/N=C1\NC(=O)C(F)(C(F)(F)F)S1)NC1CCCCC1 (stereo not drawn)
    ? | 3% | -0.4% | -7% | -11% | 10µM* | 25µM* | 1% | 0%
> O=C(NCc1ccco1)c1ccc2c(c1)N(Cc1ccc(Cl)cc1)C(=O)c1ccccc1S2=O (stereo not drawn)
    -12% | 13% | ? | 5% | -21% | ? | 23% | -4% | -9%
> Cn1c(SCC(=O)N2CCN(S(=O)(=O)c3ccc(Cl)cc3)CC2)nc2ccccc21
    -28% | 0% | 0.6% | 3% | -25% | -6% | 47%[activator] | 4% | 3%
